SNCA expr inh – inhibitors of alpha-synuclein (SNCA) gene expression. HEK-293 SNCA-luciferase knock-in, luminescence, 24 h. Potency, µM (top dose mostly 57.2 µM), for inactives: top-dose activity change, negative = inhibition, actives largely listed as inhibitors. 140,000 tested, 0.17% active. AID 1671194;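 also: potency is read from the fitted curve at half-maximal effect; plate controls were DMSO cells for no effect and cell-free wells for full effect; nearly all actives have a fitted effect of over 45% in size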
HEK293 tox – kills HEK 293 cells. HEK 293 viability, ATP luminescence (CellTiter-Glo), 48-72 h. AID 1345083. Potency, µM (doses to about 115 µM), for the others: at the top dose activity change, negative = cytotoxicity, most hits filed as inhibitors. 94,000 tested, 6.6% active; also: potency is read from the fitted curve at half-maximal effect; nearly all actives have a fitted effect of over 60% in size
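qHTS cytotoxicity; HEK 293, 250 cells/well; compound pinned; 48 or 72 hr, 37 degree Celsius, 5% CO2, 95% humidity; CellTiter-Glo, 10 min RT; luminescence (ATP).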
NIH3T3 tox – cytotoxic compounds in NIH 3T3 cells | NIH 3T3 viability, CellTiter-Glo ATP luminescence, 48-72 h | AID 1345082 | 94,000 tested, 4.3% active | Potency, µM (doses to about 96.7 µM), without a hit: at the top dose activity change, negative = cytotoxicity, most hits filed as inhibitors; also: potency is read from the fitted curve at half-maximal effect; nearly all actives have a fitted effect of over 55% in size
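Luminescent ATP readout (CellTiter-Glo, 10 min RT) after 48 or 72 hr compound exposure of NIH 3T3 cells seeded at 400 cells/well in 1536-well format; quantitative HTS.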
IP6K1 inh – inhibitors of human IP6K1. IP6K1 kinase, ADP-Glo luminescence, 2 h; active compounds read low. activity change, % (series mostly up to about 58 µM). 140,000 tested, 0.81% active. AID 1645851; in the data active = activity change below about -25%
Target sequence (Q92551 whole entry, looked up): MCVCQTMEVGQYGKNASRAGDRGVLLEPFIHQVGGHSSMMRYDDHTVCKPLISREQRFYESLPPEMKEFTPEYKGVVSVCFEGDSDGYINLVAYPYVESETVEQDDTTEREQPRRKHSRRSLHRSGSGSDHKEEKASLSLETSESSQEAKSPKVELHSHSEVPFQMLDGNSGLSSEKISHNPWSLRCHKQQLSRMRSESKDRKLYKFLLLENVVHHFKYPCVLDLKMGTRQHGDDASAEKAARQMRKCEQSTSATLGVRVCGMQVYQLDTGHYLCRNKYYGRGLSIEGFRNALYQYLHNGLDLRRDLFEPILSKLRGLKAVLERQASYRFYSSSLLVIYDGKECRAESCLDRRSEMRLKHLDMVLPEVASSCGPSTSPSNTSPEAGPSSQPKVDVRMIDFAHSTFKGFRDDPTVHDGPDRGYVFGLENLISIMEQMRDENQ
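ADP-Glo luminescence measures ADP made by human IP6K1 during a 2 h RT reaction with ATP/IP6 (mix at 1.3 mM/130 uM); top library doses 57.5 and 19.1 uM final.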
Luciferase inh – blocks purified firefly luciferase enzyme activity; purified P. pyralis luciferase, luminescence, biochemical; P08659; Potency, µM (doses to about 115 µM), for inactives: at the highest dose activity change, negative = inhibition, hits mostly inhibitors; 76,000 tested, 2.5% active; also: potency is read from the fitted curve at half-maximal effect; nearly all actives have a fitted effect of over 65% in size
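FLuc 10nM, D-luciferin 10uM, ATP 10uM, Mg acetate 10mM, Tris acetate pH 7.5, Tween/BSA; cpd qHTS; enzyme added last; CCD luminescence.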
HEK293 viab – reduces viability of HEK-293 SNCA reporter cells; Potency, µM (series often up to 57.1 µM), for inactives: at the highest dose activity change, negative = cytotoxicity, most hits filed as cytotoxic; HEK-293-SNCA-luc viability, GF-AFC fluorescence, 24 h; 150,000 tested, 0.12% active;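 also: potency is read from the fitted curve at half-maximal effect; 0% = DMSO-treated cells and -100% = medium-only wells without cells; nearly all actives have a fitted effect of over 30% in size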
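Cytotoxicity counterscreen: after 24 h compound treatment of genome-edited SNCA-luciferase HEK-293 cells, live-cell protease substrate GF-AFC read by fluorescence after 30 min; activity scaled between DMSO (0%) and medium-only (-100%), curves Hill-fitted.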
GPT2 inh – GPT2 alanine aminotransferase inhibition; Q8TD30; Recombinant GPT2, coupled pyruvate oxidase/HRP Amplex Red fluorescence; Potency, µM (top dose mostly 57.7 µM), for inactives: at the highest dose activity change, negative = inhibition, hits mostly inhibitors; 100,000 tested, 0.25% active; AID 1671188; also: potency is read from the fitted curve at half-maximal effect; nearly all actives have a fitted effect of over 60% in size; many of its hits are not listed in these tables
Target sequence (Q8TD30 whole entry, looked up): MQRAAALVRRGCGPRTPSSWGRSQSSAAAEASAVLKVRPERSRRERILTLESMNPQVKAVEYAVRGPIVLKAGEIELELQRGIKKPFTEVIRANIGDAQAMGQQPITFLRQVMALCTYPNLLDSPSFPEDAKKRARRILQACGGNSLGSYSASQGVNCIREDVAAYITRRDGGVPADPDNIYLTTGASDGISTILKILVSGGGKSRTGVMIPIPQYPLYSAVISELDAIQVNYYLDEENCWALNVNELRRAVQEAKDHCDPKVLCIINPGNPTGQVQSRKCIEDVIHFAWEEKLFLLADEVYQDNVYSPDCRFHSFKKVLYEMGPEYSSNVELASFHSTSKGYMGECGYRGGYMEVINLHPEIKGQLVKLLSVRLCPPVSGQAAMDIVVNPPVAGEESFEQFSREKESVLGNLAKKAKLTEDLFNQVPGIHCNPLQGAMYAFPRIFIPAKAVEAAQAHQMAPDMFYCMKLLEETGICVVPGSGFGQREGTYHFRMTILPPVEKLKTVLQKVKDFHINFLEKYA
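Fluorescence read-out: pyruvate from GPT2 turnover coupled to pyruvate oxidase, HRP and Amplex Red (0.2mM ThPP, 0.2U/mL PO and HRP, 50uM Amplex final). Substrates 250uM a-KG, 2mM L-alanine; enzyme 10ng/uL; 30 min RT.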
An asterisk follows results filed as active; i = inactive; ? = inconclusive; . = no result given; & = joins results of further samples; [ ] = another dose, or the depositor's remark. Unless noted, calls follow the shape of the dose curve; as a rule, active = well fitted curve in the direction sought with a large enough effect; inconclusive = small, poorly fitted or top-dose-only effect, or another doubt; inactive = no such curve, though single readings can be large; an effect the other way counts as inactive or inconclusive. Unless noted, % is scaled to controls: 0 for no effect and ±100 for the full control effect. An excerpt; rates above refer to the full screens.

SMILES | SNCA expr inh | HEK293 tox | NIH3T3 tox | IP6K1 inh | Luciferase inh | HEK293 viab | GPT2 inh
COc1ccc(OC)c(-c2noc(N3CCN(c4cccc(C)c4C)CC3)n2)c1 | 32%[activator] | . | . | 0 | . | -4% | .
Cc1ccc2c(n1)N(C)[C@H](CO)CCN(Cc1ccc(F)c(F)c1)C2 | -15%[87.6 µM] | ? | -26%[174 µM] | -5 | -2%[172 µM] | -2%[87.6 µM] | -17%[88.5 µM]
Clc1cnccc1CN1CCNc2cnc(Oc3ccccc3)cc2C1 | -25%[87.6 µM] | 89µM* | ? | 11 | 3%[172 µM] | -4%[87.6 µM] | i
CCc1nncn1C1CCN(S(=O)(=O)c2ccc(OC)cc2)CC1 | -8% | 1% | -18% | 9 | -4% | 4% | i
O=C(c1cccs1)N(Cc1cccnc1)c1nc2ccc(F)cc2s1 | 54%[activator] | . | . | 19 | . | 4% | .
CNc1nccc(N2CCC(CC(=O)NCc3nc4ccccc4n3C)CC2)n1 | 1% | ? | ? | -5 | 7% | 3% | 1%
NC(=O)C1(NC(=O)c2ccc(S(=O)(=O)N3CCCC(O)C3)cc2)CCCC1 (configuration not stated) | -2% | ? | 0% | 9 | 4% | 12% | i
COc1ccc(-c2ccc3nnc(CNC(=O)c4ccccc4Cl)n3n2)cc1 | -14% | -5% | -30% | 4 | 0% | -4% | i
O=C1CO[C@H]2CCN(Cc3ccncc3)CC[C@@H]2N1Cc1ccccc1 | 19%[87.6 µM] | ? | ? | 14 | 13%[172 µM] | -4%[87.6 µM] | -27%[88.5 µM]
CC(=O)c1cccc(NC(=O)c2noc3c2CSc2ccccc2-3)c1 | 130%[activator] | . | . | -7 | . | -1% | .
C[C@H]1CN(C(=O)Nc2ccc(F)cc2F)C[C@@H]1c1nc(-c2ccccc2)no1 | ? | ? | ? | 4 | 4% | -4% | -6%
CC1=NS(=O)(=O)N(C)C=C1C(=O)OCc1nc(C)no1 | -5% | 3% | -3% | 0 | -8% | -8% | -8%
O=C(NCCc1ccccc1)C1CCCN(Cc2cccc(-c3ccsc3)c2)C1 (configuration not stated) | . | ? | 40µM* | -8 | . | . | .
CC(=O)N1c2ccccc2CC1C(=O)N1CCN(c2ccccc2)CC1 (configuration not stated) | 0% | . | . | 35 | . | 3% | .
Cc1noc(C)c1NC(=O)N[C@@H]1C[C@H](COc2ccc(S(C)(=O)=O)cc2)[C@@H](O)[C@H]1O | -17% | i | i | 12 | 9% | 1% | 4%
O=C(Cn1c(-c2cccs2)cc2cc(Cl)ccc21)NCc1ccccc1 | 3% | . | . | 2 | . | -8% | .
O=C(Nc1ccccc1)N1Cc2[nH]cnc2C[C@H]1c1nc(-c2ccccc2)no1 | 103%[activator][87.6 µM] | -10%[172 µM] | ? | 5 | 40µM* | -20%[87.6 µM] | -16%[88.5 µM]
Cc1cccc(CNC(=O)c2ccc(-c3nc(CS(=O)(=O)c4ccccc4)c(C)o3)cc2)c1 | 40% | . | . | 48 | . | 8% | .
O=C(Nc1ccc2c(c1)OCCO2)N1CCCC1c1nc(CCOCC2CCCC2)no1 (configuration not stated) | 78%[activator] | ? | -23% | 37 | ? | -15% | i
Cc1ccc(/C=N/NC(=O)c2ccccc2Oc2ccccc2)o1 | -29% | . | . | . | . | 0% | ?
COc1ccc(-c2nc(CSCC(=O)N3CCN(c4cccc(C)c4C)CC3)c(C)o2)cc1OC | -15% | . | . | -26* | . | ? | .
Cc1ccc(CNC(=O)CC2CCOCC2)o1 | 31%[activator] | -2% | 4% | -12 | -8% | -5%[12.5 µM] | i
COc1cccc(S(=O)(=O)N2[C@@H]3CC[C@H]2CC(NC(=O)c2ccc(F)cc2)C3)c1 (some centres not stated) | 4% | -22% | -16% | 10 | -2% | ? | i
Cc1cc(F)cc(CN2CCOc3cc([S+](=O)([O-])N(C)C)ccc3C2)c1 | -18%[87.6 µM] | 79µM* | 40µM* | 5 | 1%[172 µM] | 2%[87.6 µM] | -2%[88.5 µM]
CCCN(Cc1cccs1)C(=O)Nc1cc(OC)ccc1OC | -10% | . | . | -5 | . | -2% | .
CC(=O)N1c2ccc(S(=O)(=O)N3CCCCCC3)cc2CC1C(=O)NC(C)C (configuration not stated) | -27% | . | . | 3 | . | 14% | .
COc1ccc(-c2ccc(C(=O)N3CCN(C(=O)c4ccc(C(F)(F)F)cc4)CC3)cc2)nn1 | . | -7% | -7% | 9 | . | . | .
CCOc1cc(C(=O)NCCc2sc(-c3ccc(F)cc3)nc2C)cc(OCC)c1OCC | 58%[activator] | . | . | 14 | . | ? | .
O=C(CCS(=O)(=O)c1ccc(Br)s1)Nc1cc(C(F)(F)F)cc(C(F)(F)F)c1 | ? | . | . | 24 | . | ? | .
O=[N+]([O-])c1cc(-c2nc(-c3ccco3)no2)ccc1NCc1ccccc1 | 12% | . | . | -5 | . | 11% | .
COCCN1C(=O)c2cccn2CC1CNC(=O)CCc1nc2ccccc2s1 (configuration not stated) | 7% | -9% | -3% | -4 | -4% | -2% | i
C=CCN1C[C@H]2COc3ccccc3[C@H]2N(C(=O)OCCCC)CCC1=O | . | -29% | ? | 2 | . | . | .
CN(C)C(=O)Nc1cccc(-c2ccc(N(C)C)cc2)c1 | . | . | . | 6 | . | -8% | i
O=C(Nc1cccnc1)N1CC2ON=C(C(=O)N3CCCC3)C2C1 (configuration not stated) | 5% | -6% | -2% | 0 | . | 10% | -4%
Cc1cc(C)nc(CNC2CCN(c3nc(C)nc4sccc34)CC2)n1 | -24% | -30% | -13% | 5 | -9% | -11% | 2%
COCCOCc1nc(C2CCN(C(=O)NC(C)C)CC2)no1 | -23% | i | i | 1 | -2% | -1% | -1%
Cc1cc(C)n(CCC(=O)N2CCC(Cc3nc(-c4ccccc4)n[nH]3)CC2)n1 | 7% | ? | -1% | -3 | 5% | 10% | -6%
CCc1nc(-c2c3n(c(=O)n(CC(=O)Nc4ccc(C)cc4)c2=O)CCCC3)no1 | -8% | 0% | 2% | 15 | -3% | -6% | -2%
COC(=O)C1=C(C)NC(COC(N)=O)=C(C(=O)OC(C)C)C1c1cccc(Cl)c1Cl (configuration not stated) | -48%[25.6 µM] | . | . | -15 | . | ? | i
O=C(NOCC1CC1)c1ccc(F)c(F)c1Nc1ccc(I)cc1Cl | -33% | . | . | 11&-4 | . | -21% | 0%&-24%

Part of the list above, reduced to GPT2 inh, HEK293 viab and SNCA expr inh:
compound	GPT2 inh	HEK293 viab	SNCA expr inh
Cc1ccc(CNC(=O)CC2CCOCC2)o1	i	-5%[12.5 µM]	31%[activator]
COCCN1C(=O)c2cccn2CC1CNC(=O)CCc1nc2ccccc2s1 (configuration not stated)	i	-2%	7%

Next section:
SMILES | SNCA expr inh | HEK293 tox | NIH3T3 tox | IP6K1 inh | Luciferase inh | HEK293 viab | GPT2 inh
CCN1CCN(C(=O)c2ccc3oc(-c4ccncc4)nc3c2)CC1 | ? | -16% | -16% | 13 | . | 2% | -15%
COc1ccc(N2CCN(C(=O)CCC(=O)NNc3nc4ccccc4c4nc(C)nn34)CC2)cc1 | -19% | . | . | -1 | . | -5% | .
Cc1ccc(-c2ccc3nnc(CNC(=O)c4cccc(N(C)C)c4)n3n2)cc1 | 59%[activator] | ? | -18% | -9 | -8% | -26% | i
CCCN1CN=C(NS(=O)(=O)c2ccc(NC(C)=O)cc2)NC1 | -11% | . | . | -5 | . | 5% | .
Cc1ccc(CN2C(=O)COC[C@H]2C(=O)Nc2cccc(C(C)C)c2)cc1 | -24% | ? | ? | 8 | -6% | 9% | i
O=C1C2CN(Cc3cccc(Cl)c3)CCC2OCCN1Cc1ccccc1F (configuration not stated) | -19%[87.6 µM] | ? | ? | -9 | 3%[172 µM] | -2%[87.6 µM] | -9%[88.5 µM]
COc1ccc([C@H]2C[C@@H](O)[C@@H](O)[C@@H]2NCc2cccc(C#N)c2)cc1 | -26%[87.6 µM] | -24%[172 µM] | 89µM* | 8 | 1%[172 µM] | -26%[87.6 µM] | -21%[88.5 µM]
CC(C)CCN1CCC(N2CCN(S(=O)(=O)c3ccc(F)cc3F)CC2)C1=O (configuration not stated) | ? | 0% | -9% | -4 | 3% | 3% | -22%
COc1cc(OC)c(N(C)C(=O)CCNC(=O)Cn2cnc3ccccc3c2=O)cc1Cl | 50%[activator] | . | . | 5 | . | 3% | .
COC[C@H]1C[C@@H](NC(=O)c2nc3ccccc3s2)[C@H](O)[C@@H]1O | 18%[87.6 µM] | -5%[172 µM] | -7%[138 µM] | -4 | 13%[172 µM] | 3%[87.6 µM] | i
Cn1cc(C(NC(=O)c2cccc(Cn3cccn3)c2)C2CC(O)C2)cn1 (configuration not stated) | -29% | -3% | -3% | 36 | 9% | 0% | -1%[11.5 µM]
Cn1c(Oc2ccccc2)nc2c1c(=O)n(Cc1ccc(Cl)cc1Cl)c(=O)n2C | ? | . | . | 1 | . | 11% | .
CCC1=Nc2cc(C(=O)NC3CCC(C)CC3)ccc2Sc2ccc(C)cc21 (configuration not stated) | -7% | . | . | -7 | . | -16% | .
O=C(C1CCCC1)N1CCCC(c2nn[nH]n2)C1 (configuration not stated) | 80%[activator] | i | -4% | 6 | 0% | 8% | 2%
COc1ccc(-c2noc(C3CC(=O)N(c4ccc5c(c4)OCCO5)C3)n2)c(OC)c1 (configuration not stated) | -9% | . | . | 0 | . | 5% | .
Cc1cccc(N(C)C(=O)Cn2c(=O)oc3cc(S(=O)(=O)N4CCCCC4)ccc32)c1 | -8% | . | . | 18 | . | -6% | .
COc1ccc(Cn2c(C3CCN(C(=O)c4ccsc4)CC3)n[nH]c2=O)cc1 | 4% | 3% | -4% | 0 | 0% | 11% | -10%
CC(=O)O[C@]1(C(C)=O)CC[C@H]2[C@@H]3C=C(C)C4=CC(=O)CC[C@]4(C)[C@H]3CC[C@@]21C | -9%[25.6 µM] | . | . | 3 | . | 8%[23.9 µM] | i
O=C(OCC(O)CO)c1ccccc1Nc1ccnc2c(C(F)(F)F)cccc12 (configuration not stated) | -12%[25.6 µM] | . | . | -11 | . | 38%[23.9 µM] | -5%
COc1cc(C2NC(=O)c3c(sc4c3CCN(C)C4)N2)ccc1OC(=O)c1ccccc1 (configuration not stated) | 221%[activator] | . | . | 26 | . | 0% | .
O=C(CSc1ccccn1)NC1CC(=O)N(C2Cc3ccccc3C2)C1 (configuration not stated) | -7% | 4% | -3% | 2 | 0% | -11% | ?
NCc1ccccc1-c1cccc(O)c1 | -18%[87.6 µM] | -22%[172 µM] | -23%[138 µM] | -5 | . | -5%[87.6 µM] | -5%[88.5 µM]
NCC1(N2CCOCC2)CCCCC1 | 4%[87.6 µM] | i | i | -11 | . | 2%[87.6 µM] | i
Cc1c(-c2ccccc2)c(=O)oc2c(CN3CCOCC3)c(O)ccc12 | 18% | . | . | 4 | . | ? | .

Assay outcomes as filed in PubChem.
